HCV inhibitor: inhibitors of hepatitis C virus infection; Huh7.5.1 HCVcc-Cre infection, luciferase reporter, 44 h; Potency, µM (series often up to 41.8 µM), for the others: at the highest dose activity change, negative = inhibition, hits mostly inhibitors; 3.4% of 340,000 active; note: potency is the fitted concentration of half-maximal effect
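HCVcc-Cre virus at an moi near 0.5 was added right after compound to cells cultured 4 h from seeding (1,000 cells/well). Luciferase activity was determined 44 h later, 15 min after substrate addition at RT.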
AmpC inh detg: AmpC beta-lactamase inhibition with detergent present; Potency, µM (top dose mostly 114 µM), for the others: at the top dose activity change, negative = inhibition, hits mostly inhibitors; P00811; AmpC hydrolysis of nitrocefin, absorbance 480 nm, 0.01% Triton; 0.041% of 370,000 active;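 note: potency is the fitted concentration of half-maximal effect; 0% = no-compound wells and -100% = no-enzyme wells; nearly all actives have a fitted effect of over 25% in size; some results filed as inactive show a strong effect at the top dose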
Target sequence (P00811 whole entry, looked up): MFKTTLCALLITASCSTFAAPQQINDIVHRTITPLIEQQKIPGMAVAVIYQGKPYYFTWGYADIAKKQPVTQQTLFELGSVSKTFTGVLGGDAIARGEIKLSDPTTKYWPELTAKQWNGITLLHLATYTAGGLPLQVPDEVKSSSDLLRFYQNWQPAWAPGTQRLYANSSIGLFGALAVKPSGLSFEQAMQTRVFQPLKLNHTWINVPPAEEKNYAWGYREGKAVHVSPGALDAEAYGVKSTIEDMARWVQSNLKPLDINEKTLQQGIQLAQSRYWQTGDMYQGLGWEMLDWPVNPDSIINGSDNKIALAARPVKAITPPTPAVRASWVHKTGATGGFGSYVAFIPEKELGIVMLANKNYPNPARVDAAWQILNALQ
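AmpC (5.3 nM in the dispensed reagent) in 20 mM phosphate pH 7.0 with 0.01% (detergent screen) or 0.0001% Triton X-100 was preincubated with compounds for 15 min at room temperature. Nitrocefin was then added from an 800 uM solution, and hydrolysis was followed at 480 nm.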
Sm TGR block: inhibitors of Schistosoma mansoni thioredoxin glutathione reductase. Q962Y6. purified TGR, DTNB reduction, TNB absorbance 405 nm. Potency, µM (series often up to 114 µM), without a hit: top-dose activity change, negative = inhibition, hits mostly inhibitors. 3% of 360,000 active. AID 485364; note: potency is the fitted concentration of half-maximal effect; nearly all actives have a fitted effect of over 60% in size
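Kinetic colorimetric format: TGR-catalysed, NADPH-driven DTNB reduction monitored via TNB absorbance. Enzyme dispensed at 20 nM; compound exposure 15 min at room temperature before reaction start.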
Giardia FBPA inh: Giardia lamblia aldolase inhibition; A8B2U2; purified Giardia FBPA; Potency, µM (titrated, usually from 59.6 µM), for the others: at the top dose activity, negative = inhibition, actives largely listed as inhibitors; 0.71% of 290,000 active; note: potency is the fitted concentration of half-maximal effect; nearly all actives have a fitted effect of over 55% in size
Target sequence (A8B2U2 whole entry, looked up): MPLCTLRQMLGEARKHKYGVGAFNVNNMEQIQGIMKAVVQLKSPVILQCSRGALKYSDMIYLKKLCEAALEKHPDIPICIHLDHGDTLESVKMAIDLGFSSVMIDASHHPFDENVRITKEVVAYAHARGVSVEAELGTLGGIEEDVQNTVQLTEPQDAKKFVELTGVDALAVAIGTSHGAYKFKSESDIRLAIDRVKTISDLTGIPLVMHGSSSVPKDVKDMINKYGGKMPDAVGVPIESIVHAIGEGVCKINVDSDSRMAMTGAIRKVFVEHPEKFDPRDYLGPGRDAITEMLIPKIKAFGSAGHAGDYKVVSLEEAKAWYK
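Giardia FBPA (40 nM reagent) was preincubated 10 min at RT with compound (up to 57.5 uM final), then substrate plus GAPDH/TPI/NAD/arsenate coupling system with diaphorase/resazurin was added; resorufin fluorescence (525/598 nm) was read after 20 min.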
AMA1-RON2 inh: inhibitors of Plasmodium falciparum AMA1-RON2 interaction. AlphaScreen AMA1-biotinylated RON2 peptide binding. Potency, µM (doses to about 58.2 µM), for the others: at the top dose activity change, negative = inhibition, actives largely listed as inhibitors. 0.2% of 360,000 active. AID 720542;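 note: potency is the fitted concentration of half-maximal effect; 0% = vehicle wells and -100% = peptide control; nearly all actives have a fitted effect of over 45% in size; some results filed as inactive show a strong effect at the top dose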
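AMA1 (3D7) with his tag at 25 nM final met compounds first, then biotinylated RON2 peptide at 25 nM; detection used donor plus acceptor beads, 10 µg/mL apiece, read by AlphaScreen after 30 min at room temperature.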
HCMV inh: inhibitors of human cytomegalovirus. HFF cells, HCMV-luciferase reporter, 72 h; active compounds read low. 4.5% of 410,000 active. AID 1259415. activity change, negative = inhibition, % at 57.5 µM; in the data active = activity change below about -60%; inconclusive = no clear call, values can overlap the other calls; inactive = above about -39%
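Compounds were evaluated in HFFs infected with an HCMV luciferase reporter virus (MOI 1 PFU/cell). Luciferase in lysates collected 72 h post infection served as the replication measure.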
Starred values were filed as active, the others as inactive; ? = inconclusive; / = no result given; [ ] = another dose, or the depositor's remark. Unless noted, calls come from the whole dose curve; as a rule, active = well fitted curve in the direction sought with a large enough effect; inconclusive = small, poorly fitted or top-dose-only effect, or another doubt; inactive = no such curve, though single readings can be large; an effect the other way counts as inactive or inconclusive. Unless noted, % is set by controls: 0 for no effect and ±100 for the full control effect.

SMILES	HCV inhibitor	AmpC inh detg	Sm TGR block	Giardia FBPA inh	AMA1-RON2 inh	HCMV inh
Cc1cc(C)n(Cc2cnc(N3CCOCC3)s2)n1	7%	-10%	-2%	3%	0%	-1
Cc1ccc(S(=O)(=O)N2CCOCC2)cc1C(=O)NCc1ccc(F)cc1	0%	?	-4%	-29%	-3%	2
O=C1CC(c2ccccc2)Oc2ccccc21 (stereo unspecified)	28%	/	/	2%	44%[activator]	-17
COc1cccc(C(=O)NCC(=O)N/N=C/c2c(C)[nH]c3ccccc23)c1	?	10%	1%	/	2%	-28
CCn1nnc2cc(C(=O)Nc3cccc(Cl)c3)ccc21	/	4%	12%	/	/	41
Nc1ncnc2c1ncn2[C@@H]1O[C@H](CNS(=O)(=O)CCCCl)[C@@H](O)[C@H]1O	14%	/	/	/	11%	8
CCN1C(=O)NC(=O)/C(=C\c2cn(CC(=O)N3CCCCC3)c3ccccc23)C1=O	4%	?	-27%	6%	1%	-24
CCc1nc(C)cn1S(=O)(=O)c1cc(Cl)c(OC)cc1Cl	?	-4%	2%	1%	11%	-35
CCSc1ccc(C(=O)Nc2ccc(Br)cn2)cc1[N+](=O)[O-]	?	8%	2%	-3%	-3%	-7
CN(C)C=NC(=O)c1ccc([N+](=O)[O-])c(CS(=O)(=O)c2ccc(Cl)cc2)c1	-11%	-11%	2%	1%	-4%	3
COc1cc2ncnc(NCc3cccc(Cl)c3)c2cc1OC	?	-1%	-11%	1%	-6%	?
Cc1ccc(CN2C(=O)CCC2C(=O)NC2CC2)cc1 (stereo unspecified)	?	-3%	-1%	8%	6%	-18
O=C(CCn1c2c(c3ccccc31)CCCC2)NNC(=O)c1ccc([N+](=O)[O-])cc1	?	-13%	-4%	-2%	20%	-10
COc1ccc(N2CCN(C(=O)c3ccc(C)cc3Cl)CC2)cc1	-6%	2%	-8%	-10%	-9%	19
CCCN1C2CCCC1CC(NC(=S)Nc1cccc(C)c1C)C2 (stereo unspecified)	4%	6%	13%	-7%	-7%	?
CC(C(N)=O)N1CC(c2ccc(Cl)cc2)CC1=O (stereo unspecified)	13%	-6%	4%	1%	1%	36
Cc1ccc(S(=O)(=O)N2CCCCC2)cc1NC(=O)COC(=O)Cc1ccc(Cl)cc1	13%	?	-11%	-3%	21%	-12
CCOc1ccc(N(Cc2cc3cc(OC)ccc3[nH]c2=O)S(C)(=O)=O)cc1	-17%	0%	5%	-7%	-13%	10
CC1(C)CC(=O)C(C=Nc2ccc(O)c(N=CC3=C(O)CC(C)(C)CC3=O)c2)=C(O)C1	2%	5%	8%	?	64%[activator]	-20
Cc1c(C#N)c(NC(=O)C(C)C)n(Cc2ccccc2)c1C	?	0%	6%	4%	-2%	-14
CCCC(=O)N1CCN(c2nc3ccc(F)cc3s2)CC1	/	4%	0%	/	/	-5
COc1ccc(-c2cn(-c3ccc(OC)cc3)c(=S)[nH]2)cc1	10%	-3%	-22%	-2%	56%[activator]	34
CCn1c(SC)nnc1-c1nnc(SC)n1CC	-2%	8%	5%	0%	2%	-7
Cc1ccc(C)c(N2CCN(S(=O)(=O)c3cc(Br)cc4c3N(C(=O)C3CC3)CC4)CC2)c1	/	4%	3%	/	/	4
Cc1ccc(N2CC(NC(=O)C3CCCC3)CC2=O)cc1 (stereo unspecified)	/	1%	1%	/	/	-2
COc1cccc(CC(=O)Nc2cccc3ccccc23)c1	15%	-4%	-7%	-8%	11%	-26
N/C(=N\N=C\c1ccnc2ccccc12)SC1CC(=O)N(c2ccc(Br)cc2)C1=O (stereo unspecified)	8%	-3%	3%	-5%	9%	47
CSCC[C@@H](C(=O)NCCCCCCCCCCC(=O)N1CCNCC1)n1cc(CCO)nn1	?	3%	?	/	4%	-7
O=C(NCc1ccc2c(c1)OCO2)c1ccc2c(c1)N(Cc1ccccc1F)C(=O)c1ccccc1S2	/	0%	10%	/	/	-8
COc1ccccc1C(=O)Nc1cccc(C(=O)OCc2cc(=O)n3ccsc3n2)c1	/	1%	-2%	/	/	7
CC(=O)Nc1ccc(NC(C)=O)s1	0%	4%	-13%	-1%	-2%	32
O=c1c(/C=N/Nc2ccccc2)c(Sc2nnnn2-c2ccccc2)nc2ccccn12	?	-8%	?	9%	9%	?
S=c1[nH]nc(-c2ccccc2)n1/N=C/C=C/c1ccco1	6%	-13%	?	6%	45%[activator]	25
CN1CCCN(S(=O)(=O)c2ccc(Cl)c(Cl)c2)CC1	-27%	2%	-6%	0%	-4%	-6
CN1C(=O)C(C)(C)c2cc(S(=O)(=O)N(C)Cc3ccccc3)ccc21	14%	-13%	3%	8%	-1%	22
Cc1ccc(C(=O)c2cc3c(cc2[N+](=O)[O-])OCCO3)cc1	3%	-6%	18%	5%	-16%	-9
O=C(Nc1cccc(F)c1)c1cc(S(=O)(=O)N2CCC3(CC2)OCCO3)ccc1F	/	0%	-1%	-9%	/	?
COc1cc([N+](=O)[O-])ccc1-c1ccc(/C=N/NC(=O)OC(C)(C)C)o1	-11%	-1%	0%	1%	0%	-31
CCO[C@H]1OC(C(=O)N2CCOCC2)=C[C@@H](c2ccc3c(c2)OCO3)[C@@H]1CCCO	-9%	5%	0%	-7%	0%	17
Cc1cc(Br)ccc1NC(=S)Nc1cccc([N+](=O)[O-])c1	?	0%	?	3%	11%	-64*

Grouped by structure, those above with a furan ring, fused or not.
SMILES	HCV inhibitor	AmpC inh detg	Sm TGR block	Giardia FBPA inh	AMA1-RON2 inh	HCMV inh
S=c1[nH]nc(-c2ccccc2)n1/N=C/C=C/c1ccco1	6%	-13%	?	6%	45%[activator]	25
COc1cc([N+](=O)[O-])ccc1-c1ccc(/C=N/NC(=O)OC(C)(C)C)o1	-11%	-1%	0%	1%	0%	-31

Next part.
SMILES	HCV inhibitor	AmpC inh detg	Sm TGR block	Giardia FBPA inh	AMA1-RON2 inh	HCMV inh
CC(C)c1ccc(NC(=O)C2CC2c2ccccc2)cc1 (stereo unspecified)	-10%	-3%	15%	5%	-2%	?
Cc1cc(C)n2nc(C(=O)OCC(=O)NC(=O)c3ccccc3)nc2n1	3%	-13%	2%	/	4%	-5
CC1C/C(=C/c2ccncc2)C(=O)/C(=C/c2ccncc2)C1 (stereo unspecified)	?	?	-3%	-3%	-3%	-101*
COCc1nnc(NC(=O)CCCCCN2C(=O)c3ccccc3C2=O)s1	21%	?	5%	12%	2%	-7
Cc1ccc(C(=O)COC(=O)c2ccc(Cl)c(N)c2)s1	8%	7%	-5%	/	-5%[11.6 µM]	17
N#CC1=C(N2CCOCC2)/C(=C\c2ccccc2)CC1	?	?	-27%	-13%	28%	-39
CN(C(=O)COC(=O)CSc1ccc([N+](=O)[O-])cc1)c1ccccc1	-11%	-6%	-11%	/	?	0
CCOc1cc(S(=O)(=O)Nc2cc(C)cc(C)c2)ccc1Cl	?	4%	9%	-7%	?	-37
Cc1ccc(S(=O)(=O)NC(=O)NCCCCNC(=O)NS(=O)(=O)c2ccc(C)cc2)cc1	5%	-15%	0%	-1%	11%	16
CCC(=O)NC(=S)Nc1ccc(NC(=O)COc2ccc(Cl)cc2Cl)cc1	?	1%	-11%	2%	36%[activator]	-14
CCC(=O)N1CCN(c2cc(NCC3CCCO3)c(F)cc2[N+](=O)[O-])CC1 (stereo unspecified)	-7%	0%	-17%	2%	-12%	?
CCCCN1CC[C@H]2C=CC[C@@H](C(=O)NCc3ccc(OC)cc3)[C@H]2C1=O	-19%	/	/	/	-7%	8
O=C(N/N=C/C1CC=CCC1)c1ccccc1O (stereo unspecified)	-3%	?	0%	-11%	-7%	-25
Cc1ccccc1-n1c(-c2ccco2)nc2ccccc2c1=O	?	?	-1%	0%	1%	-37
COC(=O)c1c2[n+](cc3cc(OC)c(OC)cc13)CCc1cc(OC)c(OC)cc1-2	-5%	/	/	/	-10%	-22
NC(=O)C1CCN(C(=O)c2ccc3c(c2)N(Cc2cccc(Cl)c2)C(=O)c2ccccc2S3=O)CC1 (stereo unspecified)	/	-2%	6%	/	/	-29
Cc1cc(=O)n2nc(N3CCCC(C(=O)NCc4ccccc4Br)C3)sc2n1 (stereo unspecified)	10%	-3%	-16%	/	-11%	0
COC(=O)C1CCN(S(=O)(=O)c2cc3c4c(c2)CCN4C(=O)CC3)CC1	8%	?	-3%	/	0%	-6
COc1cccc(N2C(=NC(=O)CCC3CCCC3)SC3CS(=O)(=O)CC32)c1 (stereo unspecified)	5%	-11%	-15%	-13%	10%	-23
CC1=C(C(=O)N(C)C)C(c2cccc(Cl)c2)NC(=O)N1 (stereo unspecified)	11%	-1%	?	-2%	2%	-21

Six entries drawn at random from those above:
SMILES	HCV inhibitor	AmpC inh detg	Sm TGR block	Giardia FBPA inh	AMA1-RON2 inh	HCMV inh
Cc1cc(C)n(Cc2cnc(N3CCOCC3)s2)n1	7%	-10%	-2%	3%	0%	-1
CN(C)C=NC(=O)c1ccc([N+](=O)[O-])c(CS(=O)(=O)c2ccc(Cl)cc2)c1	-11%	-11%	2%	1%	-4%	3
CCN1C(=O)NC(=O)/C(=C\c2cn(CC(=O)N3CCCCC3)c3ccccc23)C1=O	4%	?	-27%	6%	1%	-24
CC(C)c1ccc(NC(=O)C2CC2c2ccccc2)cc1 (stereo unspecified)	-10%	-3%	15%	5%	-2%	?
CC(=O)Nc1ccc(NC(C)=O)s1	0%	4%	-13%	-1%	-2%	32
CC1(C)CC(=O)C(C=Nc2ccc(O)c(N=CC3=C(O)CC(C)(C)CC3=O)c2)=C(O)C1	2%	5%	8%	?	64%[activator]	-20

(list continues)
SMILES	HCV inhibitor	AmpC inh detg	Sm TGR block	Giardia FBPA inh	AMA1-RON2 inh	HCMV inh
N#CC1=C(SCc2ccccc2)NC(=O)C(C#N)C12CCCC2 (stereo unspecified)	-19%	-4%	-6%	-10%	6%	-29
CN(C)C(=O)CSc1ccc(S(=O)(=O)N2CCCC2)cn1	?	?	3%	/	-2%	4
CCCCNC(=S)N1CCn2cccc2C1c1ccc(F)cc1 (stereo unspecified)	-14%	2%	-24%	-9%	-20%	94
CN(CC(=O)Nc1ccccc1Cl)C(=O)c1cccc(S(=O)(=O)N2CCN(Cc3ccccc3)CC2)c1	?	-1%	8%	/	-3%	-80*
CCNc1nc(NC(C)C)nc(Oc2ccc(=O)n(C)n2)n1	6%	2%	11%	3%	5%	-3
CCCCN(C(=O)c1cc(-c2ccco2)nc2ccccc12)c1c(N)n(CCC)c(=O)[nH]c1=O	0%	1%	?	/	-7%	-10
CC(=O)C1=C(c2ccccc2)NC(=O)NC1c1cccs1 (stereo unspecified)	0%	?	10%	-3%	2%	7
CCN(CCO)C(=O)c1ccc2nc(Cc3cccc(Cl)c3)oc2c1	-2%	1%	-3%	10%	-1%	36
CC(C)[C@H](NC(=O)N1CCn2c1nc1ccccc12)C(=O)N[C@H](Cc1ccccc1)C(=O)O	11%	-7%	-14%	6%	100%[activator]	0
CC(C)C(OC(=O)CN1C(=O)COc2ccccc21)C(=O)NC1CCCCC1 (stereo unspecified)	?	4%	-3%	2%	5%	-10
O=c1cc(N2CCCCCC2)[nH]c(=O)n1-c1ccc(Cl)cc1	8%	6%	15%	1%	16%	4
O=C(COc1ccc(-c2nnco2)cc1)Nc1c(Cl)cccc1C(F)(F)F	11%	?	3%	/	2%	-15
Cn1c(SCc2nc(-c3ccc(Cl)cc3)no2)nnc1-c1ccco1	-7%	-7%	-3%	0%	-11%	-24
COc1ccc(S(=O)(=O)Nc2c(C)cccc2C)cc1-n1cnnn1	-19%	0%	-3%	7%	-4%	-9

Assay outcomes deposited in PubChem BioAssay by National Center for Advancing Translational Sciences (NCATS).
